# Source: PubChem
# C diff growth: C. difficile growth inhibitors, primary screen, HTS | Clostridium difficile clinical isolate growth, OD600, 24 h; active compounds read low | growth activity, negative = inhibition, % at 16 µg/mL (by protocol) | actives 0.25% (n = 86,000);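 active = mean growth activity at or below -80% and every replicate also at or below -80%; inconclusive = mean at or below -80% but some replicate above -80%; inactive = mean growth activity above -80%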;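 note: 0% = DMSO wells and -100% = levofloxacin 16 µg/mL wells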
# T cruzi growth: T. cruzi intracellular proliferation inhibitors, primary screen, cell-based, beta-gal Tulahuen parasites, NIH3T3 host, luminescence | T. cruzi beta-gal in NIH3T3, GalScreen luminescence, 90 h | inhibition, % at 8.34 µM | actives 5.9% (n = 77,000) | AID 624255, 2012;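 active = mean inhibition above about 93%, with at least 55% of replicates each passing it, limit read from the data, passing the limit was not always enough; inconclusive = only one of those two conditions holds; inactive = neither condition holds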
# Pf Dd2 growth: P. falciparum Dd2 growth inhibitors, primary screen, SYBR Green fluorescence, single dose replicates. 72 h; active compounds read low. activity change, % at 10 µM. actives 2.3% (n = 94,000). AID 1159554, 2015; in the data active = activity change below about -80%; inconclusive = no clear call, values can overlap the other calls
# GASC1 inh: inhibitors of GASC-1 (KDM4C) histone demethylase, primary screen, biochemical, single concentration HTS; Lysine-specific demethylase 4C (Homo sapiens), Q9H3R0; GST-KDM4C 2-372, H3K9me3 peptide, LANCE TR-FRET; inhibition, % at 12.5 µM; actives 0.15% (n = 96,000); AID 720574, 2013;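 active = mean replicate inhibition above about 25%, with at least 55% of replicates also reaching it, limit read from the data, passing the limit was not always enough; inconclusive = only one of those two conditions met; inactive = neither condition met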
# Target sequence (Q9H3R0 2-372 limits assumed): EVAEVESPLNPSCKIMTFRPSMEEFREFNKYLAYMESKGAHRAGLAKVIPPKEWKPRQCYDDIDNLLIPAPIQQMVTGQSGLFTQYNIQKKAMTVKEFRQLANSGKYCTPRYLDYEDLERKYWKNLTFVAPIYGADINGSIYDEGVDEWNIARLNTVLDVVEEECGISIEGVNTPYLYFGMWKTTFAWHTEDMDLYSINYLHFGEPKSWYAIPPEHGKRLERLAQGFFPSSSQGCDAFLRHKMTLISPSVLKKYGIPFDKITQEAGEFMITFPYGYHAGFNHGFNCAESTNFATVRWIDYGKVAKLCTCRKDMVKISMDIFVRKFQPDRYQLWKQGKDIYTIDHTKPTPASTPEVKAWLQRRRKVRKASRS
#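 System – N-terminal GST-fused human GASC-1 (KDM4C) fragment, residues 2-372 · Input – enzyme final amount 10 nM · Technique – LANCE TR-FRET, Eu antibody, ULight-streptavidin, EDTA, ex 340 nm, em 618/671 nm · Medium – HEPES buffer, pH 7.5, plus ascorbate · Incubation – enzyme reaction 30 min, then detection 60 min, both room temperature · Reagent – H3K9me3 peptide with Fe(II)/2OG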
# * hit, by the source's call; ? = inconclusive; nt = no result given; & = joins results of further samples.
# Below each SMILES – C diff growth | T cruzi growth | Pf Dd2 growth | GASC1 inh
- Cc1ccc(S(=O)(=O)N[C@H]2CC[C@@H](CC(=O)NCc3ccncn3)O[C@H]2CO)cc1
→ nt | -44 | -5 | 1.3
- C[C@H](CO)N1C[C@H](C)[C@@H](CN(C)Cc2ccc(Cl)c(Cl)c2)OCCCC[C@H](C)Oc2ccc(NS(=O)(=O)c3ccc(F)cc3)cc2C1=O
→ 13 | 85 | -43 | -0.7
- C[C@@H](NC(=O)C[C@@H]1C[C@@H]2c3cc(NC(=O)c4cccnc4)ccc3O[C@@H]2[C@H](CO)O1)c1ccccc1
→ nt | 43 | 23 | 1.2
- COc1ccc(C#Cc2ccc([C@H]3[C@H]4CN(C(=O)c5ccc(F)cc5)CC(=O)N4[C@H]3CO)cc2)cc1
→ -2 | nt | -85* | -1.6
- COCC#Cc1ccc2c(c1)O[C@@H](CN(C)Cc1ccc3c(c1)OCO3)[C@H](C)CN([C@@H](C)CO)S2(=O)=O
→ -2 | nt | -46 | 0.5
- CCC(=O)Nc1ccc2c(c1)OC[C@@H](C)N(Cc1ccncc1)C[C@H](C)[C@H](OC)CN(C)C2=O
→ nt | -10 | 11 | 0.2
- C/C=C/c1ccc([C@@H]2[C@@H](CO)N(C(=O)NCCC)[C@H]2CN(C)C(=O)CC)cc1
→ -6 | 15 | 2 | 0.4
- CC(C)CC#Cc1ccc2c(c1)O[C@H](CN(C)Cc1ccncc1)[C@@H](C)CN([C@H](C)CO)S2(=O)=O
→ 11 | 122* | -77 | 1.5
- Cn1cnc(CCNC(=O)C[C@H]2CC[C@H]3[C@@H](COC[C@@H](O)CN3C(=O)C3CCCC3)O2)c1
→ -3&-4 | -34 | 43 | 0.5
- C[C@H](CO)N1C[C@H](C)[C@@H](CN(C)C(=O)C2CC2)Oc2cc(C#C[C@@H](C)O)ccc2S1(=O)=O
→ nt | 42 | 25 | 2.2
- C[C@@H]1CCCCO[C@H](CN(C)Cc2ccc(C(F)(F)F)cc2)[C@H](C)CN([C@H](C)CO)C(=O)c2cc(NC(=O)CCC(F)(F)F)ccc2O1
→ 3 | 48 | -79 | 0.6
- CN1c2ccc(-c3cccc(C#N)c3)cc2[C@H]2[C@H](CCN2C(=O)Nc2cc(F)ccc2F)[C@H]1CO
→ 32 | 82 | 30 | -21
- CCCNC(=O)Nc1ccc2c(c1)C(=O)N(C)C[C@H](OC)[C@H](C)CN(CCC(F)(F)F)[C@H](C)CO2
→ nt | 11 | nt | 2.4
- COc1cccc(-c2cn(CC[C@H]3CC[C@@H](NS(=O)(=O)c4ccccc4Cl)[C@@H](CO)O3)nn2)c1
→ -10 | nt | -76 | -3.3
- COc1ccccc1-c1cn(CC[C@@H]2CC[C@H](NC(=O)C3CCCC3)[C@@H](CO)O2)nn1
→ -1 | nt | -41 | -0.4
- C[C@H](CO)N1C[C@H](C)[C@H](CN(C)C(=O)Nc2ccc(C(F)(F)F)cc2)Oc2ccc(NC(=O)C3CC3)cc2C1=O
→ -2 | 37 | -23 | -0.5
- CO[C@@H](CN(C)Cc1ccc2c(c1)OCO2)[C@@H](C)CN(C(=O)Nc1ccc(F)cc1)[C@@H](C)CO
→ nt | -56 | -32 | -0.8
- C[C@@H]1CN([C@H](C)CO)S(=O)(=O)c2ccc(C#CCC3CCCC3)cc2O[C@H]1CN(C)C(=O)CC1CC1
→ -13 | 119* | -69 | 0.7
- C[C@H](CO)N1C[C@H](C)[C@H](CN(C)C(=O)C2CC2)Oc2ncc(C#CC3CCCC3)cc2C1=O
→ -2 | 70 | 25 | -1.2
- C[C@H]1CN([C@@H](C)CO)C(=O)c2cccc(NS(C)(=O)=O)c2O[C@@H]1CN(C)Cc1ccccc1
→ -5 | 27 | -22 | 2.0
- CCC(=O)Nc1ccc2c(c1)C(=O)N(C)[C@H]1CC[C@H](CC(=O)NCCN3CCCCC3)O[C@H]1CO2
→ -3 | 13 | 5 | 4.4
- C[C@@H]1CN([C@H](C)CO)C(=O)c2cc(NC(=O)Nc3cccc4ccccc34)ccc2O[C@@H](C)CCCCO[C@H]1CN(C)C(=O)c1ccccc1
→ -7 | 89 | -4 | -0.1
- CO[C@@H]1CN(C)C(=O)c2cc(NC(=O)c3ccc(F)cc3)ccc2OC[C@H](C)N(C(=O)CC2CC2)C[C@@H]1C
→ nt | 6 | nt | 2.0
- CCC(=O)Nc1ccc2c(c1)C(=O)N(C)[C@H]1CC[C@H](CC(=O)Nc3ccccc3OC)O[C@@H]1CO2
→ 8 | -60 | -26 | -1.9
- O=C(c1ccccc1F)N1CC(=O)N2[C@@H](CO)[C@@H](c3ccc(-c4cccnc4)cc3)[C@@H]2C1
→ -6 | nt | -4 | -0.5
- C[C@@H]1CCCCO[C@H](CN(C)C(=O)Nc2ccc(F)cc2)[C@@H](C)CN([C@H](C)CO)C(=O)c2cc(NC(=O)C3CCCCC3)ccc2O1
→ 15 | 24 | -41 | -1.0
- Cc1noc(C)c1NC(=O)Nc1ccc2c(c1)C(=O)N([C@H](C)CO)C[C@H](C)[C@@H](CN(C)S(C)(=O)=O)OCCCC[C@H](C)O2
→ -4 | 11 | 50 | -2.2
- CCCNC(=O)Nc1ccc2c(c1)OC[C@@H](C)N(Cc1ccncc1)C[C@@H](C)[C@@H](OC)CN(C)C2=O
→ nt | -51 | 20 | -0.9
- COc1ccc(NC(=O)N(C)C[C@H]2Oc3c(NC(=O)c4cnccn4)cccc3C(=O)N([C@H](C)CO)C[C@H]2C)cc1
→ -2 | -137 | -5 | 1.4
- Cc1noc(C)c1NC(=O)Nc1ccc2c(c1)C(=O)N([C@H](C)CO)C[C@@H](C)[C@H](CN(C)C(=O)Nc1ccc3c(c1)OCO3)OCCCC[C@@H](C)O2
→ 13 | -56 | -25 | -0.3
- COc1cccc(S(=O)(=O)N2C[C@H](O)COC[C@@H]3O[C@H](CC(=O)Nc4ccccc4)CC[C@H]32)c1
→ 0&-6 | 11 | -31 | -0.5
- CC(C)NC(=O)N(C)C[C@H]1OCCCC[C@@H](C)Oc2ccc(NC(=O)c3ccccc3)cc2C(=O)N([C@H](C)CO)C[C@@H]1C
→ -1 | 2 | 2 | 2.4
- C[C@@H]1CN([C@@H](C)CO)C(=O)Cc2cc(NC(=O)C3CC3)ccc2O[C@H]1CN(C)S(=O)(=O)c1cccs1
→ -4 | 22 | -11 | 0.2
- C[C@@H]1CN([C@@H](C)CO)C(=O)c2c(c3ccccc3n2C)-c2ccccc2CO[C@H]1CN(C)Cc1cccc(O)c1
→ -10 | nt | -51 | 0.5
- COc1ccc(S(=O)(=O)Nc2cccc3c2O[C@H](CN(C)C(=O)NC2CCCCC2)[C@H](C)CN([C@H](C)CO)C3=O)cc1
→ -6 | 120 | -2 | -0.2
- COCC(=O)N(C)C[C@@H]1Oc2ncc(-c3ccc(C)cc3)cc2C(=O)N([C@H](C)CO)C[C@H]1C
→ -4 | -35 | 23 | -0.9
- CO[C@@H]1CN(C)C(=O)c2cc(NC(=O)C3CCOCC3)ccc2OC[C@@H](C)N(C(=O)C2CCOCC2)C[C@H]1C
→ nt | 88 | nt | -0.4
- C[C@@H]1CCCCO[C@H](CN(C)C(=O)Nc2cccc3ccccc23)[C@@H](C)CN([C@H](C)CO)C(=O)c2cc(NC(=O)c3ccncc3)ccc2O1
→ -2 | 53 | -43 | -2.5
- OC[C@@H]1[C@H](c2ccc(C3=CCCCC3)cc2)[C@@H]2CN(CCC(F)(F)F)CCCCN12
→ 29 | ? | -58 | 0.4
- C[C@@H]1CN([C@@H](C)CO)C(=O)c2cc(C#Cc3ccccc3F)cnc2O[C@@H]1CN(C)C(=O)Cc1ccccc1
→ 10 | 71 | -53 | -2.3

# Brought forward from above: 2 compounds, then new ones.
molecule | C diff growth | T cruzi growth | Pf Dd2 growth | GASC1 inh
OC[C@@H]1[C@H](c2ccc(C3=CCCCC3)cc2)[C@@H]2CN(CCC(F)(F)F)CCCCN12 | 29 | ? | -58 | 0.4
C[C@@H]1CN([C@@H](C)CO)C(=O)c2cc(C#Cc3ccccc3F)cnc2O[C@@H]1CN(C)C(=O)Cc1ccccc1 | 10 | 71 | -53 | -2.3
C[C@H](CO)N1C[C@H](C)[C@H](CN(C)Cc2ccccc2)Oc2cc(C3=CCCC3)ccc2S1(=O)=O | 7 | 108* | -31 | -0.8
C[C@@H]1CN([C@H](C)CO)C(=O)c2cc(NS(=O)(=O)c3ccc(Cl)cc3)ccc2O[C@@H]1CN(C)Cc1ccccc1 | -1 | 30 | 21 | -1.0
C/C=C/c1cnc2c(c1)C(=O)N([C@@H](C)CO)C[C@@H](C)[C@H](CN(C)C(=O)c1cccnc1)O2 | 0 | 17 | 21 | 1.1
CCNC(=O)[C@@H]1[C@@H](CO)[C@@H]2Cn3c(ccc(-c4cncnc4)c3=O)[C@@H]2N1C(=O)NC1CCCC1 | -1 | 32 | -11 | 4.2
Cc1noc(C)c1NC(=O)Nc1ccc2c(c1)C(=O)N([C@H](C)CO)C[C@H](C)[C@H](CN(C)S(=O)(=O)c1cccs1)OCCCC[C@H](C)O2 | -5 | 8 | -32 | 3.4
CCCNC(=O)N1CC(=O)N2[C@H](CO)[C@H](c3ccc(-c4ccncc4)cc3)[C@@H]2C1 | 7 | nt | 37 | 0.0
C/C=C/c1cnc2c(c1)C(=O)N([C@@H](C)CO)C[C@@H](C)[C@@H](CN(C)C(=O)C1CCC1)O2 | nt | 2 | 16 | 0.4
CCCc1cn([C@H]2C[C@@H]3O[C@H](CO)CC[C@@H]3O[C@@H]2CCc2ccc(-c3ccccc3C#N)cc2)nn1 | 3 | nt | -15 | nt
CN(C[C@H]1[C@H](c2ccccc2)[C@@H](CO)N1CC1CC1)C(=O)c1ccccc1 | 10 | -65 | -3 | 1.8
O=C(N[C@H]1CC[C@@H](CCNS(=O)(=O)c2ccc(F)cc2)O[C@@H]1CO)C1CC1 | -2 | nt | 1 | 5.5
O=C(C[C@@H]1C[C@@H]2c3cc(NC(=O)C4CCC4)ccc3O[C@@H]2[C@@H](CO)O1)NCCN1CCCCC1 | nt | 16 | -5 | 3.1
CC(C)C#Cc1cnc2c(c1)C(=O)N([C@@H](C)CO)C[C@@H](C)[C@@H](CN(C)C(=O)c1ccccc1)O2 | -3 | nt | -28 | 0.9
CCCC#Cc1ccc([C@@H]2[C@H]3CN(C(=O)c4ccc5c(c4)OCO5)CCCCN3[C@H]2CO)cc1 | 7 | 94 | -34 | -1.1
CC(=O)NC[C@@H]1[C@H](c2ccc(-c3cccnc3)cc2)[C@H](CO)N1C(=O)C1CC1 | 6 | 74 | 15 | 0.8
CNC[C@H]1Oc2ccc(NS(=O)(=O)c3ccc(OC)cc3)cc2CC(=O)N([C@@H](C)CO)C[C@H]1C | -4 | 61 | -4 | 0.2
CC(=O)N[C@@H]1CC[C@H](CC(=O)NCc2ccc(Cl)cc2)O[C@H]1CO | 6 | 3 | -6 | -0.1
CC(C)COC(=O)N(C)C[C@@H]1OCc2cn(nn2)CCCC(=O)N([C@@H](C)CO)C[C@@H]1C | nt | 36 | 16 | 0.4
COc1cccc(CN2CC3(CN(CC4CCOCC4)C3)c3c([nH]c4cc(OC)ccc34)[C@H]2CO)c1 | 18 | nt | -83* | -3.0
O=C(C[C@@H]1CC[C@@H](NC(=O)c2ccc3c(c2)OCO3)[C@@H](CO)O1)NCc1ccc(F)cc1 | 5 | -1 | -19 | -1.1
COc1ccccc1S(=O)(=O)N[C@@H]1CC[C@@H](CCNC(=O)C2CCOCC2)O[C@H]1CO | -1 | -58 | 6 | 2.0
C[C@H](CO)N1C[C@H](C)[C@H](CN(C)C(=O)Nc2ccccc2)Oc2ccc(NC(=O)Nc3cccc4ccccc34)cc2CC1=O | 0 | 20 | -45 | 1.2
CCC(=O)N(C)C[C@@H]1Oc2ncc(C#C[C@@H](C)O)cc2C(=O)N([C@@H](C)CO)C[C@H]1C | -2 | -92 | 26 | 0.4
O=C(C[C@H]1CC[C@@H]2[C@H](COC[C@@H](O)CN2CC2CCCCC2)O1)NCC1CC1 | nt | -17 | -18 | 6.2

# Taken from the results shown for reference:
molecule | C diff growth | T cruzi growth | Pf Dd2 growth | GASC1 inh
Cc1ccc(S(=O)(=O)N[C@H]2CC[C@@H](CC(=O)NCc3ccncn3)O[C@H]2CO)cc1 | nt | -44 | -5 | 1.3
C[C@H](CO)N1C[C@H](C)[C@@H](CN(C)Cc2ccc(Cl)c(Cl)c2)OCCCC[C@H](C)Oc2ccc(NS(=O)(=O)c3ccc(F)cc3)cc2C1=O | 13 | 85 | -43 | -0.7
C[C@@H](NC(=O)C[C@@H]1C[C@@H]2c3cc(NC(=O)c4cccnc4)ccc3O[C@@H]2[C@H](CO)O1)c1ccccc1 | nt | 43 | 23 | 1.2
COc1ccc(C#Cc2ccc([C@H]3[C@H]4CN(C(=O)c5ccc(F)cc5)CC(=O)N4[C@H]3CO)cc2)cc1 | -2 | nt | -85* | -1.6
